Source: PubChem (National Center for Advancing Translational Sciences (NCATS))
PI5P4Ka inh: blocks human PI5P4K alpha kinase activity. max response, %. AID 652105. P48426. actives 1.2% (n = 330,000). PI5P4Kalpha enzyme, ADP-Glo luminescence, 60 min; active compounds read low; active = max response of -50% or lower; inconclusive = between -30% and -50%; inactive = -30% or higher; note: value at the top dose of about 77 µM; % is set by controls: 0 for no effect and ±100 for the full control effect
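Single end-point luminescence (ADP-Glo) quantified ADP from PI5P4Kalpha turnover; ATP 5 microM final, 1 h at RT, 0.1% CHAPS and 0.28 mM EGTA in HEPES pH 7.4.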
WRN inhibitor: inhibitors of human WRN helicase; Q14191; WRN helicase unwinding, fluorescent forked duplex, kinetic; Potency, µM (top dose mostly 114 µM), for the others: top-dose activity change, negative = inhibition, actives largely listed as inhibitors; actives 0.46% (n = 360,000); AID 651768; note: potency is the fitted concentration of half-maximal effect; % is set by controls: 0 for no effect and ±100 for the full control effect; nearly all actives have a fitted effect of over 55% in size
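Enzyme (20 nM final) and test compound sit together 15 min at room temperature before substrate addition. Substrate is a single-forked duplex oligonucleotide (100 nM) labelled with fluorophore and quencher, with 2 mM ATP; helicase unwinding raises red fluorescence, read kinetically.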
EPAC1 antag: blocks human EPAC1 exchange factor; EPAC1 GEF assay, Rap1b-BODIPY-GDP exchange fluorescence; O95398; Potency, µM (titrated, usually from 115 µM), for inactives: at the top dose activity change, negative = inhibition, usual class: inhibitors; AID 720709; actives 0.14% (n = 360,000);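 note: potency is the fitted concentration of half-maximal effect; plate controls were vehicle for no effect and positive control for full effect; nearly all actives have a fitted effect of over 50% in size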
Target sequence (O95398 whole entry, looked up): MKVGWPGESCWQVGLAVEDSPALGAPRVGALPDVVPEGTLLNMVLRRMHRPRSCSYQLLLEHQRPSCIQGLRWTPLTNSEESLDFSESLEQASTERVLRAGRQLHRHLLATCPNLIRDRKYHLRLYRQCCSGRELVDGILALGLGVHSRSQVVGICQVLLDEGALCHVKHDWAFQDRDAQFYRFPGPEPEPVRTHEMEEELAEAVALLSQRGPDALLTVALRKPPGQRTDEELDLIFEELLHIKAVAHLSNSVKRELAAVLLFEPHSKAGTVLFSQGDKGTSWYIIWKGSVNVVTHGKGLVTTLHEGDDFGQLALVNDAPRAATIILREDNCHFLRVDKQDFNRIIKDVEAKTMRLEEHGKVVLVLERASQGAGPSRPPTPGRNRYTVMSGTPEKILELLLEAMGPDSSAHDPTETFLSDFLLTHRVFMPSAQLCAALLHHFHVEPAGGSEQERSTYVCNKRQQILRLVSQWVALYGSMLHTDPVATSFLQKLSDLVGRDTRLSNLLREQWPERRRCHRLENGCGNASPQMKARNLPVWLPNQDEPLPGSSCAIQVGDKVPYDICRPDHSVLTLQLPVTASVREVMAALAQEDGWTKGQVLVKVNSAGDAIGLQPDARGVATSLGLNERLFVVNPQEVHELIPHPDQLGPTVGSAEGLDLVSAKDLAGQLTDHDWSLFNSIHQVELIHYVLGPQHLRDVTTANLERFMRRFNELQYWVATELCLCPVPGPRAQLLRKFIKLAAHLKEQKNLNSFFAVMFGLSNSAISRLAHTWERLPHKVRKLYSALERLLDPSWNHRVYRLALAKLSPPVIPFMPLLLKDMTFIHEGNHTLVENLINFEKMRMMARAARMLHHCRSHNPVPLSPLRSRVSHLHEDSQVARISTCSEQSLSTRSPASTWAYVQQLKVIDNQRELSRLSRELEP
FUS yeast rescue: rescues growth of FUS-expressing yeast; S. cerevisiae FUS-expressing, growth rescue, OD600, 24 h; Potency, µM (series often up to 76.6 µM), inactives show top-dose growth rescue (activation), actives largely listed as activators; actives 0.24% (n = 390,000);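 note: potency is the fitted concentration of half-maximal effect; plate controls were DMSO vehicle for no effect and reference control for full effect; nearly all actives have a fitted effect of over 55% in size; some results filed as inactive show a strong effect at the top dose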
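Galactose (2%) drives FUS expression in yeast precultured in raffinose; seeding density OD 0.005. Test compounds incubated 24hr at 30C and 99% humidity before absorbance at 600 nm was measured.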
EPAC1 agonist: agonists of human EPAC1. actives 0.073% (n = 360,000). EPAC1 agonist qHTS, biochemical assay; response scale: 100% = response to 6.5 mM cAMP. Potency, µM (highest dose often 154 µM), for inactives: at the highest dose activation, actives largely listed as activators; note: potency is the fitted concentration of half-maximal effect; nearly all actives have a fitted effect of over 60% in size
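Nucleotide exchange assay: 100 nM EPAC1 with 250 nM Rap1B loaded with BODIPY-GDP and 50 uM GDP, room temperature. Fluorescence (480/540 nm) read every 5 min for 30 min; signal change normalized to 6.5 mM cAMP as full agonist.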
IL-2 act: IL-2 activation; AID 652025; IL-2 activation reporter assay, cell-based qHTS; stimulated with anti-CD3/CD4/CD28 beads; in transgenic mouse T cells; actives 0.065% (n = 360,000); activation, % (series mostly up to about 46 µM); in the data active = activation above about 50%; inconclusive = mostly about 30% to 49%; note: 0% is about no effect
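Quantitative HTS in unstimulated transgenic mouse T cells, with memory T cells as non-tolerant control and PMA/ionomycin as tolerance-bypass control. Compound pretreatment lasted 60 minutes before 18 h bead stimulation; EGFP/DsRed fluorescence read.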
Abeta yeast res: compounds reversing amyloid beta toxicity in yeast. AID 1347071. actives 0.063% (n = 410,000). yeast expressing A-beta42, growth rescue, OD600, 48 h; response scale: 0% DMSO, 100% iron-clioquinol control. Potency, µM (doses to about 46.1 µM), inactives show top-dose growth rescue, hits mostly activators; note: potency is the fitted concentration of half-maximal effect; nearly all actives have a fitted effect of over 55% in size
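Yeast A-beta toxicity model in growth medium with pinned compounds, 48 h at 30 C; growth read as absorbance at 600 nm. Normalized to FeCl3/clioquinol equimolar mix (positive) and DMSO (negative).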
aSyn rescue: alpha-synuclein toxicity inhibition in yeast. AID 652106. Potency, µM (doses to about 46.1 µM), inactives show top-dose growth rescue (activation), usual class: activators. Yeast expressing alpha-synuclein, growth rescue, BacTiter-Glo, 24 h. actives 0.14% (n = 370,000); note: potency is the fitted concentration of half-maximal effect; % of control where 0% means no effect; nearly all actives have a fitted effect of over 65% in size
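Readout is rescue of growth in alpha-synuclein-expressing yeast, so inhibitors of toxicity appear as activators. Growth after 24 hr at 30 deg C in galactose medium is quantified by luminescence.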
PLK1 PBD inh: PLK1 (human) polo-box domain binding inhibition. Potency, µM, without a hit: max response, negative = inhibition, hits mostly inhibitors. actives 2.8% (n = 360,000). Plk1 PBD binding of FITC phosphopeptide, fluorescence polarization. P53350; note: potency is the fitted concentration of half-maximal effect; series mostly up to about 57 µM; % is set by controls: 0 for no effect and ±100 for the full control effect; nearly all actives have a fitted effect of over 65% in size
An asterisk follows results filed as active; u = inconclusive; x = not tested or not shown; [ ] = another dose, or the depositor's remark. Unless noted, calls come from the whole dose curve; as a rule, active = well fitted curve in the direction sought with a large enough effect; inconclusive = small, poorly fitted or top-dose-only effect, or another doubt; inactive = no such curve, though single readings can be large; an effect the other way counts as inactive or inconclusive.

SMILES	PI5P4Ka inh	WRN inhibitor	EPAC1 antag	FUS yeast rescue	EPAC1 agonist	IL-2 act	Abeta yeast res	aSyn rescue	PLK1 PBD inh
CCCCn1c(SC(C)C(=O)NCC2CCCO2)nc2cc(C(=O)OC)ccc2c1=O (configuration not stated)	-5.8	-0.6%	7.0%	42.6%	2.1%	0.2	-17.7%	-1.3%	-11.3%
Cc1cc(C)cc(SCc2noc(C(=O)NC(C)C)c2C(=O)NC(C)C)c1	2.1	-4.0%	0.9%	21.3%	-2.1%	0.1	1.2%	0.3%	-2.5%
O=C(O)c1ccc(NC(=O)c2ccco2)c(NC(=O)c2ccco2)c1	2.0	7.0%	12.6%	5.6%	3.4%	-3.6	-9.9%	-3.2%	-0.5%
COc1cc(C)c(NC(=O)COc2cccc3c2OC(C)(C)C3)cc1OC	2.1	-3.4%	0.6%	4.6%	-4.4%	0.2	-0.8%	2.0%	1.9%
COc1ccc2c(c1)C1NC(=S)NC(C)(O2)C1C(=O)Nc1ccc(Cl)cc1 (configuration not stated)	-20.3	-6.8%	-3.3%	21.2%	-29.7%	4.9	1.0%	-5.9%	-16.2%
CC(=O)Nc1ccc(-c2ccnc3c2CC(C(=O)Nc2ccc(C(C)C)cc2)O3)cc1 (configuration not stated)	-15.9	4.0%[57.1 µM]	-6.6%	u	-10.3%	-0.4	11.6%	10.6%	-0.3%
CCCCCNC1=CC(=O)CC(c2ccccc2)C1 (configuration not stated)	0.4	-1.9%	-10.3%	24.5%	9.0%	-0.3	17.8%	-0.1%	-10.0%
Cn1c(C(=O)O)c(C=O)c2ccccc21	-6.7	-4.5%	-9.9%	32.0%	-5.7%	-1.4	1.9%	0.7%	0.6%
O=C(Nc1ccc(Cl)cc1)c1ccc(Br)cc1F	-1.2	0.4%	1.5%	-37.4%	-3.4%	-0.5	-11.6%	-13.6%	3.2%
Cc1nc2ncccn2c1-c1csc(Nc2ccccc2)n1	-0.3	-18.4%	9.2%	x	-5.2%	0.5	8.9%	7.8%	-21.7%
CCc1nc2cc(NC(=O)C3(C)CCCN(C(C)C)C3)ccc2o1 (configuration not stated)	-0.5	9.4%[57.1 µM]	-9.1%	-10.9%	-9.6%	1.4	-17.5%	0.6%	-1.4%
O=CNc1cc(-c2ccc(C(=O)N3CCOCC3)cc2)cn2c(-c3ccc(F)cc3)cnc12	-15.7	-4.8%	-12.9%	42.3%	-6.1%	-0.6	11.2%	-1.1%	-25.7%
Cc1nc2scc(C)n2c(=O)c1S(=O)(=O)NCCc1ccc(Cl)cc1	-4.5	-0.5%	-26.9%	-9.2%	-2.9%	-2.9	-1.1%	0.5%	-7.5%
NC(=O)c1cc([N+](=O)[O-])ccc1NCc1cnccn1	-0.3	-2.2%	-15.5%	-30.4%	-6.3%	3.7	-1.6%	9.2%	-1.2%
O=S1(=O)N=C(N(Cc2cccs2)c2ccc(O)cc2)c2ccccc21	-2.3	2.6%	u	4.5%	3.4%	-0.4	-15.6%	-0.9%	-18.7%
Cc1ccc(CN2C(=O)[C@H]3Cc4c([nH]c5ccccc45)C(C)(C)N3C2=O)cc1	x	x	u	1.4%	1.9%	-0.5	3.9%	x	x
CC1(c2cccc(Br)c2)NC(=O)N(CC(=O)NCC2CCCO2)C1=O (configuration not stated)	3.2	-1.4%	-5.2%	-10.0%	18.8%	-0.3	-2.4%	-1.2%	-10.4%
CCN1CCCc2cc(CN(CCN3CCOCC3)C(=S)Nc3ccc(C)cc3)ccc21	7.8	2.4%	14.9%	33.8%	9.7%	-0.7	2.6%	-2.8%	-16.9%
O=C(CNC(=O)c1cc(Cl)cc([N+](=O)[O-])c1)NC1CC1	-3.4	-7.0%	2.7%	-8.1%	1.5%	-0.7	7.9%	0.2%	-1.2%
CCOC(=O)c1ccc(NC(=O)COc2ccc(CNC3CCCCC3)cc2OC)cc1	1.1	1.2%	2.0%	18.1%	9.1%	0.6	-7.4%	6.3%	-10.8%
O=S(=O)(c1cccc(C(F)(F)F)c1)N1CCC(c2cc(-c3cccc4ccccc34)n[nH]2)CC1	-11.7	-11.9%	-3.9%	11.3%	10.9%	-1.0	7.0%	2.9%	18.9µM*
CCCCN1CC[C@@H]2C=CC[C@H](C(=O)OC)[C@@H]2C1=O	-4.2	-2.8%	0.9%	-6.4%	10.3%	-0.6	9.3%	3.1%	-4.3%
Cn1cc(CNC(=O)COc2ccc(Cl)cc2Cl)cn1	-0.2	0.0%	-13.0%	-1.4%	0.0%	1.7	5.6%	5.6%	-1.7%
Cc1cccc(-n2c(C)nc3cc(C(=O)N4CCOCC4)ccc32)c1	-0.9	-4.9%	-7.3%	-5.9%	2.8%	6.7	7.3%	x	26.7µM*
Clc1ccccc1-c1cc(COc2ccc3ccccc3c2)no1	23.7	-2.4%	1.0%	17.5%	9.8%	0.0	-6.5%	1.0%	-3.0%
COc1ccc(CN2CCN(C(=O)c3ccc(S(=O)(=O)NCc4ccco4)cc3)CC2)cc1F	4.5	2.8%	0.9%	18.1%	10.0%	-5.1	-3.2%	-0.1%	-6.4%
O=C(CSc1nc2ccccc2[nH]1)N1CCCCC1	x	2.0%	15.0%	20.7%	3.3%	-1.3	0.1%	-3.5%	-6.0%
Cc1cc(=O)oc2cc(OCC(=O)NCCc3c[nH]c4ccc(F)cc34)ccc12	-1.6	-0.7%	10.2%	11.4%	14.1%	-2.7	-16.5%	-10.3%	-15.3%
CCCCCCn1c(=O)n2n(c1=O)[C@@H]1CN(S(=O)(=O)c3ccc(C)cc3)C[C@]1(O)[C@@H](OC(=O)NCc1ccccc1)C2	5.9	-5.9%	-4.5%	u	-11.2%	-2.0	1.3%	4.7%	-4.8%
CN(C)S(=O)(=O)c1ccc(NC(=O)COC(=O)CC2CC3CCC2C3)cc1 (configuration not stated)	6.3	-9.5%	-17.8%	14.8%	0.1%	2.3	u	3.5%	3.7%
Cc1cn([C@H]2C[C@H](O)[C@@H](CNCc3cccc(OC4CCCC4)c3)O2)c(=O)[nH]c1=O	-1.8	-2.9%	10.2%	-26.6%	2.5%	-4.2	-5.5%	0.0%	-4.4%
C[C@@H]1CN([C@@H](C)CO)C(=O)CCCn2nncc2CO[C@H]1CN(C)S(=O)(=O)c1ccc2c(c1)OCCCO2	-3.4	-9.1%	11.5%	13.3%	10.9%	4.0	-0.8%	1.6%	-17.4%
Cc1cn([C@H]2C[C@H](O)[C@@H](CCC(=O)NCC(c3ccccc3)c3ccccc3)O2)c(=O)[nH]c1=O	5.6	-8.3%	-9.8%	2.2%	7.7%	0.1	-1.1%	2.2%	-4.9%
CCc1ccc(Nc2ncc3c(n2)CC(c2ccco2)CC3=O)cc1 (configuration not stated)	-8.8	2.4%	-6.4%	11.2%	-4.6%	-0.4	-14.9%	-6.3%	-2.8%
CCC1CCCCN1c1cc(C)nc2cc(-c3cccc(C)c3)nn12 (configuration not stated)	38.3	-17.0%	-28.4%	u	7.4%	-2.7	-92.8%[inhibitor]	-0.6%	1.5%
CN(C1CCCCC1)S(=O)(=O)c1ccc(NC(=O)c2ccco2)cc1	-7.3	-34.5%[57.1 µM]	-2.9%	5.3%	8.4%	1.9	-15.0%	-4.0%	u
CCC(=O)NC(=S)Nc1ccc(NC(=O)COc2ccccc2)cc1	-8.7	1.4%	0.2%	x	-5.0%	0.4	-3.5%	0.9%	-1.4%
O=c1c2ccccc2nc2n1CCCCN2	0.1	-3.3%[57.1 µM]	-4.7%	-1.4%	2.6%	-0.9	-5.4%	0.1%	-5.1%
CCn1c(CSc2nc3ccccc3s2)nnc1SCC(=O)c1ccc(O)c(O)c1	x	u	u	u	-1.6%	-0.2	13.0%	-1.6%	-13.8%
C=CCC(CC=C)(NC(=O)c1cccc(C)c1)c1ccccc1	3.0	-5.3%	-12.6%	x	-8.6%	0.4	-5.7%	1.2%	0.8%
CC(C)C(=O)Nc1cccc(NC(=S)NC(=O)c2cccs2)c1	1.9	-9.4%	9.5%	x	-2.3%	1.9	4.3%	2.4%	-0.8%
CC1=NN(Cc2ccccc2)C(=O)/C1=C/c1ccc(N(C)C)cc1	x	-8.3%	-4.5%	32.1%	11.1%	-3.3	16.2%	-19.8%	0.6%
CCn1c(SCC(=O)OC2CCCCC2)nnc1-c1ccncc1	0.5	1.1%	-6.6%	8.1%	2.4%	-2.3	5.7%	0.2%	-13.9%
CCOc1cc(NC(=S)NCC2CCCO2)c(OCC)cc1NC(=O)CC(C)C (configuration not stated)	5.8	-1.0%	3.3%	26.9%	8.2%	0.6	5.9%	-7.6%	-10.2%
COC(=O)c1cc(OC)c(OC)cc1NC(=O)c1ccccc1	-5.2	3.2%	-9.8%	-30.7%	8.9%	-0.2	-0.4%	10.5%	-8.3%
O=C(c1cccs1)n1nc(NCc2ccccc2)nc1NCc1ccccc1	8.4	-7.2%	-18.0%	10.3%	5.0%	-3.7	-4.1%	-3.7%	-17.0%
Cc1cc(C)c(S(=O)(=O)N2CCN(C(=O)CN3C(=O)NC4(CCCC4)C3=O)CC2)c(C)c1	4.5	-4.1%	-4.2%	x	2.5%	-0.4	6.1%	3.5%	-2.2%
COc1ccc(NC(=O)c2cc(=O)c3ccccc3o2)cn1	13.6	-3.7%	8.3%	1.0%	-17.6%	-0.2	-19.8%	-17.6%	-7.5%
Cc1cc2n(n1)C(c1ccccc1)Nc1ccccc1-2 (configuration not stated)	1.2	-11.9%	-6.1%	2.7%	10.6%	-1.4	-6.7%	-10.5%	0.4%
